MPTP block = blocks calcium-induced mitochondrial swelling; 360,000 tested, 1.4% active; isolated mouse mitochondria, Ca2+ swelling absorbance, 30 min; inhibition, % at 10 µM;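 active means inhibition of 50% or more, scaled per plate between neutral and stimulator controls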;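 further: 0% = DMSO wells given calcium and 100% = 1 mM EGTA wells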
ATG4B inhibitor = inhibitors of human ATG4B cysteine protease | Q9Y4P1 | ATG4B cleavage of LC3-PLA2, NBD-HPC fluorescence, 1 h | inhibition, % at 8.33 µM | 340,000 tested, 0.51% active | AID 504462; in the data active means inhibition above about 40%
Target sequence (Q9Y4P1 whole entry, looked up): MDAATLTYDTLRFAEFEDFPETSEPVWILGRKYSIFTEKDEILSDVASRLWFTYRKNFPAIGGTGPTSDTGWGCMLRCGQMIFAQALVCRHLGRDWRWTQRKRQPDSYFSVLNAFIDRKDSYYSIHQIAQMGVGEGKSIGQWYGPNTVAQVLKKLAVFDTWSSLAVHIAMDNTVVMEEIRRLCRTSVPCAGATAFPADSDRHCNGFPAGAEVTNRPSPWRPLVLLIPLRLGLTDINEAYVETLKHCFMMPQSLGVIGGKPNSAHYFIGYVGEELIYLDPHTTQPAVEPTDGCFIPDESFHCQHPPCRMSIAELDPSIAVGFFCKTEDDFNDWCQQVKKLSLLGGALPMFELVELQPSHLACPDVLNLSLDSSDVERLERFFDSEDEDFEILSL
Starred values were filed as active, the others as inactive; & = joins results of further samples. Not all compounds are listed; rates above refer to the full screens.

Results for COc1ccc(C(OC(=O)c2ccco2)C(=O)NC(C)(C)C)cc1OC (configuration not stated) ?
MPTP block: 4.9; ATG4B inhibitor: 3

How did CC(C)(C)OC(=O)N1CCC(C(=O)Nc2cccc(C(=O)NCCc3ccccc3)c2)CC1 do in these assays?
MPTP block: 0.3; ATG4B inhibitor: -5

Results for O=C(Nc1c(Br)cc2c(c1Br)Cc1ccccc1-2)C(Cl)Cl ?
MPTP block: -0.5; ATG4B inhibitor: -5

How did [O-]/[N+](=N\Nc1ccc(Cl)cc1)c1ccccc1 do in these assays?
MPTP block: 1.6; ATG4B inhibitor: 6

Results for CCN(CC(=O)Nc1c(F)cccc1F)C(=O)c1ccc(OCC(=O)N2CCOCC2)c(OC)c1 ?
MPTP block: -0.1; ATG4B inhibitor: -2

Results for COc1ccc(NC(=O)N(C)C[C@H]2Oc3ccc(NS(=O)(=O)c4ccccc4)cc3C(=O)N([C@H](C)CO)C[C@@H]2C)cc1 ?
MPTP block: 0.2; ATG4B inhibitor: -6

How did Cc1ccc(-c2nc(C)sc2CC(=O)NCc2ccco2)cc1 do in these assays?
MPTP block: -1.1; ATG4B inhibitor: 4

What do the screens show for `CN(C)C(CNC(=O)c1cccc(S(=O)(=O)N2CCN(c3ccccc3)CC2)c1)c1ccccc1` (configuration not stated)?
MPTP block: -1.5; ATG4B inhibitor: -61

How did C=Cc1cc2c(cc1O)CCC1C2CCC2(C)C(O)CCC12 (configuration not stated) do in these assays?
MPTP block: 6.6; ATG4B inhibitor: -1

How did Cc1c(Cl)cnc(NC(=O)CSc2nnc3ccccn23)c1Cl do in these assays?
MPTP block: -1.9; ATG4B inhibitor: -4

Results for CC1(C)CC[C@]2(C(=O)n3ccnc3)CC[C@]3(C)[C@H](C(=O)C=C4[C@@]5(C)C=C(C#N)C(=O)C(C)(C)[C@@H]5CC[C@]43C)[C@@H]2C1 ?
MPTP block: -2.9; ATG4B inhibitor: 9

What do the screens show for `O=C(c1ccc(-c2ccccc2)cc1)N1CCN(Cc2ccccn2)CC1`?
MPTP block: -0.4; ATG4B inhibitor: -9

Results for O=C(Nc1ccccc1)OCCc1ccccn1 ?
MPTP block: -0.2; ATG4B inhibitor: 2

How did O=[N+]([O-])c1ccc(N=NNc2ccc([N+](=O)[O-])cc2)cc1 do in these assays?
MPTP block: 21; ATG4B inhibitor: -10

How did O=C1CCCc2c1oc1c2CCCC1 do in these assays?
MPTP block: -0.5; ATG4B inhibitor: 3

Results for O=C(OCCN1CCCC1)C1(c2ccccc2)CCCC1 ?
MPTP block: -0.6; ATG4B inhibitor: 2

What do the screens show for `O=C(CC1Sc2ccccc2NC1=O)NNc1cc(Cl)ccc1Cl` (configuration not stated)?
MPTP block: -1.1; ATG4B inhibitor: -3

Results for NS(=O)(=O)c1ccc(N2N=C(c3ccccc3)CC2c2cccc(F)c2)cc1 (configuration not stated) ?
MPTP block: 1.2; ATG4B inhibitor: 9

Results for O=C(O)C1C(c2ccccc2)c2ccccc2C(O)C1CO (configuration not stated) ?
MPTP block: -0.6; ATG4B inhibitor: 12

Results for C=C1CC(COc2cc(=O)oc3ccccc23)(c2ccccc2)OC1=O (configuration not stated) ?
MPTP block: -3.3; ATG4B inhibitor: -7

How did O=C(O)Cn1nnc(-c2ccc(OCc3ccccc3)cc2)n1 do in these assays?
MPTP block: -0.3; ATG4B inhibitor: 2

Results for CCCN(CCC)CC(O)Cn1cc(/C=C/C(=O)c2ccccc2)c2ccccc21 (configuration not stated) ?
MPTP block: 3.0; ATG4B inhibitor: -2

Results for CC1CCCN(CC(O)CN2CCN(CC(O)CN3CCCC(C)C3)C(C)C2)C1 (configuration not stated) ?
MPTP block: -0.3; ATG4B inhibitor: 1

Results for CN(Cc1ccccc1)C(=O)c1ccc2c(c1)NC(=O)C(N1CCOCC1)S2 (configuration not stated) ?
MPTP block: 2.8; ATG4B inhibitor: -8

Four structures out of the list, arranged by molecular weight, smallest number first.
How did O=[N+]([O-])c1ccc(N=NNc2ccc([N+](=O)[O-])cc2)cc1 do in these assays?
MPTP block: 21; ATG4B inhibitor: -10

Results for C=C1CC(COc2cc(=O)oc3ccccc23)(c2ccccc2)OC1=O (configuration not stated) ?
MPTP block: -3.3; ATG4B inhibitor: -7

Results for NS(=O)(=O)c1ccc(N2N=C(c3ccccc3)CC2c2cccc(F)c2)cc1 (configuration not stated) ?
MPTP block: 1.2; ATG4B inhibitor: 9

Results for CCCN(CCC)CC(O)Cn1cc(/C=C/C(=O)c2ccccc2)c2ccccc21 (configuration not stated) ?
MPTP block: 3.0; ATG4B inhibitor: -2

Continuation.
What do the screens show for `O=C(CC1CCCC1)N1CCN(S(=O)(=O)c2cccc(F)c2)CC1`?
MPTP block: -1.8; ATG4B inhibitor: 2

How did O=[N+]([O-])c1cccc(Oc2ncccc2[N+](=O)[O-])c1 do in these assays?
MPTP block: -1.1; ATG4B inhibitor: -8

How did C[C@H](CO)N1C[C@H](C)[C@@H](CN(C)CC2CC2)Oc2c(NC(=O)C3CC3)cccc2C1=O do in these assays?
MPTP block: 0.4; ATG4B inhibitor: 1

What do the screens show for `O=C(OCCN1C(=O)c2cccc3c(N4CCOCC4)ccc(c23)C1=O)c1ccc(Cl)cc1Cl`?
MPTP block: 0.4; ATG4B inhibitor: 19

Results for CN(C)S(=O)(=O)NCC1CCCN(Cc2cc3ccccc3s2)C1 (configuration not stated) ?
MPTP block: -0.8; ATG4B inhibitor: 0

Results for CCCN1/C(=C(\C#N)C2=NS(=O)(=O)c3ccccc32)N(C)c2ccccc21 ?
MPTP block: -1.0; ATG4B inhibitor: 1

How did Cc1ccccc1NC(=O)N1C2CCCC1CC(NC(=O)C(C)(C)C)C2 (configuration not stated) do in these assays?
MPTP block: -0.1; ATG4B inhibitor: 5

What do the screens show for `O=C1C(Cl)=C(NCCc2ccccc2)C(=O)c2ccccc21`?
MPTP block: 1.1; ATG4B inhibitor: -2

How did OCC1(CO)CCCC(CO)(CO)C1O do in these assays?
MPTP block: -1.9; ATG4B inhibitor: -5

Results for Cn1c(=S)c2[nH]c(SCCN)nc2n(C)c1=O ?
MPTP block: -0.6; ATG4B inhibitor: -3

How did CN1CCOC1c1ccc(C2OCCN2C)cc1 (configuration not stated) do in these assays?
MPTP block: -2.2; ATG4B inhibitor: -3

Results for Nc1ccc(S(=O)(=O)NCC2CCCCO2)cc1 (configuration not stated) ?
MPTP block: -0.2; ATG4B inhibitor: 9

How did c1ccc(COc2ncnc3c2ncn3CCCNCCN2CCOCC2)cc1 do in these assays?
MPTP block: -0.6; ATG4B inhibitor: -6

How did O=C1CCCc2ccc3ccccc3c21 do in these assays?
MPTP block: -0.3; ATG4B inhibitor: -3

How did CCN(c1ccc(OCC(=O)OCC(=O)Nc2ccc(F)c(F)c2F)cc1)S(=O)(=O)c1ccccc1 do in these assays?
MPTP block: -0.8; ATG4B inhibitor: -4

What do the screens show for `Cc1ccc(C(C)NC(=O)CSc2ccc(S(=O)(=O)N3CCOCC3)cn2)cc1C` (configuration not stated)?
MPTP block: -1.2; ATG4B inhibitor: -7

What do the screens show for `CC(=O)Nc1ccc(S(=O)(=O)NC2=C(N3CCN(Cc4ccccc4)CC3)C(=O)c3ccccc3C2=O)cc1`?
MPTP block: 1.8&-6.6; ATG4B inhibitor: 3&2

How did O=C(COC(=O)CNS(=O)(=O)c1cccc(Br)c1)NC(=O)Nc1ccc2c(c1)OCCO2 do in these assays?
MPTP block: 0.5; ATG4B inhibitor: -9

What do the screens show for `COc1ccc(C(=O)Nc2cccc(-c3cc4ccccc4oc3=O)c2)cc1[N+](=O)[O-]`?
MPTP block: -18; ATG4B inhibitor: 23

How did Cc1cc(O)c(C(C)C)cc1N=Cc1ccc(N(C)C)cc1 do in these assays?
MPTP block: 0.7; ATG4B inhibitor: -7

How did O=c1[nH]cc(CN2CCOCC2)c(=O)[nH]1 do in these assays?
MPTP block: -1.3; ATG4B inhibitor: -6

Results for NC1=C(Cl)C(=O)c2ccccc2C1=O ?
MPTP block: 1.0; ATG4B inhibitor: -1

Results for CC(C)(C)NCC(O)c1cc(O)cc(O)c1 (configuration not stated) ?
MPTP block: -1.2; ATG4B inhibitor: -1

How did O=C(NCCCN1CCN(c2cccc(Cl)c2)CC1)C1CCC(=O)N1Cc1ccccc1Cl (configuration not stated) do in these assays?
MPTP block: -2.7; ATG4B inhibitor: 5

What do the screens show for `Nc1nccc(NCCSCc2ccccc2)n1`?
MPTP block: 0.2; ATG4B inhibitor: -3

How did O=C1CCCc2cc3c(ccc4ccccc43)cc21 do in these assays?
MPTP block: 0.8; ATG4B inhibitor: -7

Results for O=S(=O)(c1ccc(Cl)cc1)N1CCN(c2nc(-c3cccs3)nc3ccccc23)CC1 ?
MPTP block: 0.9; ATG4B inhibitor: 4

How did COC(=O)c1sc2[nH]c(=S)n(N)c(=O)c2c1C do in these assays?
MPTP block: -2.3; ATG4B inhibitor: -1

Results for OCC1OC(n2ccc3c(SCc4ccccc4)ncnc32)C(O)C1O (configuration not stated) ?
MPTP block: -2.3; ATG4B inhibitor: -5

How did COc1ccc(-c2nc3ccc([N+](=O)[O-])cc3[nH]2)cc1 do in these assays?
MPTP block: 58*; ATG4B inhibitor: -9

Results for CN1CCc2c(n(CC(O)CN3C(=O)c4ccccc4S3(=O)=O)c3ccccc23)C1=O (configuration not stated) ?
MPTP block: -3.7; ATG4B inhibitor: -6

How did Cc1cc(C)c2c(=O)[nH][nH]c2n1 do in these assays?
MPTP block: -1.3; ATG4B inhibitor: -2

How did CC1CC2OC2CC1COC(=O)C1CC2OC2CC1C (configuration not stated) do in these assays?
MPTP block: 0.8; ATG4B inhibitor: 1

Results for O=C(O)c1cccc(NC2=C(Cl)C(=O)c3ccccc3C2=O)c1 ?
MPTP block: 4.4; ATG4B inhibitor: -5

How did CCCCN(C(=O)c1cc(S(=O)(=O)N2CCCCC2)ccc1Cl)c1c(N)n(CC(C)C)c(=O)[nH]c1=O do in these assays?
MPTP block: -0.5; ATG4B inhibitor: -11

How did O=c1c(Cl)c(Cl)cnn1Cc1nnc(-c2ccc(Cl)cc2)o1 do in these assays?
MPTP block: 0.3; ATG4B inhibitor: 8

How did COc1ccc(S(=O)(=O)N2CCN(Cc3cc4c(cc3Br)OCCO4)CC2)cc1 do in these assays?
MPTP block: -0.1; ATG4B inhibitor: -8

What do the screens show for `CN(C)CCCn1c2c3ccccc3ccc2c2oc(=O)c3ccccc3c21`?
MPTP block: 2.3; ATG4B inhibitor: 25

What do the screens show for `CC1=CC(=O)[C@@H](OC(=O)Nc2ccc(C)cc2)[C@@H](c2ccccc2Br)N1C`?
MPTP block: 1.2; ATG4B inhibitor: 5

Results for O=S(=O)(NCCC1=CCCCC1)c1cccc2nsnc12 ?
MPTP block: -3.0; ATG4B inhibitor: -3

Results for CSc1nc(NC(C)=O)nc(C)c1Cl ?
MPTP block: -2.7; ATG4B inhibitor: 2

How did CC1(C)CC(=O)C2=C(C1)N(c1ccccc1)C(=O)C(C(=O)OCc1ccccc1)C2 (configuration not stated) do in these assays?
MPTP block: 5.4; ATG4B inhibitor: 0

Results for O=C(COC(=O)c1ccc(NS(=O)(=O)c2cccs2)cc1)Nc1nc2c(F)c(F)c(F)cc2s1 ?
MPTP block: 9.4; ATG4B inhibitor: 7

What do the screens show for `Cc1cccc2c1CCCC2=O`?
MPTP block: -0.1; ATG4B inhibitor: 3

What do the screens show for `CC(C)(C)CC(C)(C)SSc1n[nH]c(=S)s1`?
MPTP block: 51*; ATG4B inhibitor: -1

How did NC(=O)C1(N2CCCCC2)CCN(C(=S)Nc2ccc(Cl)cc2)CC1 do in these assays?
MPTP block: 3.1; ATG4B inhibitor: 10

What do the screens show for `COc1cc(/C=C/C(C)=NNc2ccccc2)ccc1O`?
MPTP block: 0.4; ATG4B inhibitor: -7

Results for COCCN(C(=O)CSc1nnc(-c2ccncc2)n1C)c1c(N)n(CC(C)C)c(=O)[nH]c1=O ?
MPTP block: -0.5; ATG4B inhibitor: -4

Structural class, those above containing a COOH group.
Results for O=C(O)C1C(c2ccccc2)c2ccccc2C(O)C1CO (configuration not stated) ?
MPTP block: -0.6; ATG4B inhibitor: 12

How did O=C(O)Cn1nnc(-c2ccc(OCc3ccccc3)cc2)n1 do in these assays?
MPTP block: -0.3; ATG4B inhibitor: 2

Results for O=C(O)c1cccc(NC2=C(Cl)C(=O)c3ccccc3C2=O)c1 ?
MPTP block: 4.4; ATG4B inhibitor: -5

Continuation:
What do the screens show for `Cc1cc(C)c2c(c1)[C@@H]1C=CC[C@@H]1[C@H](c1ccc(S(=O)(=O)N3CCOCC3)cc1)N2`?
MPTP block: -1.7; ATG4B inhibitor: -2

How did Cc1cc(N2CCN(c3ccccn3)CC2)n2c(nc3ccccc32)c1C#N do in these assays?
MPTP block: 0.3; ATG4B inhibitor: 15

Results for O=S(=O)(CC(O)(c1ccccc1)c1ccccc1)CC(O)(c1ccccc1)c1ccccc1 ?
MPTP block: 3.2; ATG4B inhibitor: -1

Results for Nc1c(Cl)cc(N=Nc2ccccc2)cc1Cl ?
MPTP block: 4.2; ATG4B inhibitor: 1

What do the screens show for `O=C(Nc1cccc(C(=O)N2CCCCC2)c1)C1CCCCC1`?
MPTP block: 0.8; ATG4B inhibitor: -2

Results for O=[N+]([O-])c1ccc(NN=Cc2ccc(O)cc2O)nc1 ?
MPTP block: 1.9; ATG4B inhibitor: 0

What do the screens show for `O=c1cc(Br)c(O)c(Br)cc1Br`?
MPTP block: -1.6; ATG4B inhibitor: -1

How did O=C(O)CN1C(=O)/C(=C\c2cc(Br)ccc2OCc2ccc(Cl)cc2)SC1=S do in these assays?
MPTP block: 1.4; ATG4B inhibitor: 52*

What do the screens show for `Cc1cccc(CN2CCC(CNC(=O)C3CCCN(S(=O)(=O)c4cnc[nH]4)C3)CC2)c1` (configuration not stated)?
MPTP block: -0.7; ATG4B inhibitor: -9

Results for CCn1c(CNC(=O)c2cccs2)nnc1SCC(=O)NCCc1ccccc1 ?
MPTP block: -1.4; ATG4B inhibitor: -9

Results for CC1CC(C)CN(C(=O)/C=C/c2ccc([N+](=O)[O-])s2)C1 (configuration not stated) ?
MPTP block: 0.6; ATG4B inhibitor: -7

How did O=c1c(=NNc2ccccc2Cl)c(=O)c2ccccc12 do in these assays?
MPTP block: 2.3; ATG4B inhibitor: 1
